Assay outcomes: PubChem, Southern Research Specialized Biocontainment Screening Center
tuberculosis growth = growth inhibition of non-replicating M. tuberculosis (AID 488890); Mycobacterium tuberculosis non-replicating, growth inhibition; higher % means a stronger effect; one-dose inhibition, % at 25 µM; IC50 in µM for titrated hits; 320,000 tested, 0.39% active; in the data active = a potency from the dose series; inconclusive = inhibition mostly from about 82% at the one dose, without a potency; inactive = the rest, 99 in 100 with inhibition below about 76%;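 also: plate controls were DMSO cells for no effect and high antibiotic wells for full effect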
PhoP GFP inhibition = Inhibition of PhoP regulon, Salmonella typhi GFP reporter cells, confirmation, 4 h (AID 1850) | Salmonella Typhi PhoP-promoter GFP reporter, fluorescence, 4 h; higher % means a stronger effect | inhibition, % at 50 µM, or IC50 in µM where a hit was titrated | 310,000 tested, 0.33% active; in the data active = a potency from the dose series; inconclusive = inhibition mostly from about 25% at the one dose, without a potency; inactive = the rest, 99 in 100 with inhibition below about 19%;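 also: 0% = induced wells with vehicle and 100% = uninduced wells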
H1N1 NS1A inhibition = NS1A inhibition, H1N1 influenza, cell based functional assay (AID 504329) | NS1A functional cell-based assay, percent inhibition; higher % means a stronger effect | inhibition, % at 12.5 µM; hits with a dose series show IC50 in µM | 340,000 tested, 0.3% active; in the data active = a potency from the dose series; inconclusive = inhibition above about 27% without an active follow-up result; also: strong numbers were not always called active
M. tuberculosis HTS = M. tuberculosis growth inhibition, HTS (AID 449762) | one-dose inhibition, % at 25 µM; IC50 in µM for titrated hits | 330,000 tested, 0.59% active | M. tuberculosis H37Rv growth inhibition, 7H9 media; higher % means a stronger effect; in the data active = a potency from the dose series; inconclusive = inhibition above about 70% without an active follow-up result;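 also: bacterial growth assessed after seven days of incubation; strong numbers were not always called active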
VEEV TC-83 Vero = inhibitors of VEEV TC-83 cytopathic effect, confirmation, Vero cells (AID 588727) | Vero cells, VEEV TC-83 cytopathic effect inhibition; higher % means a stronger effect | inhibition, % at 20 µM, or IC50 in µM where a hit was titrated | 350,000 tested, 0.13% active; in the data active = a potency from the dose series; inconclusive = inhibition mostly from about 14% at the one dose, without a potency; inactive = the rest, 99 in 100 with inhibition below about 12%; also: strong numbers were not always called active
VEEV TC-83 Vero 10K pilot screen = also measured in VEEV TC-83 Vero; calls as there; inhibition, %; measured here: 10K pilot screen inhibition
Numbers without * were called inactive; i = inactive; ? = inconclusive; nt = not tested or not shown. Random draw from the library; any-hit rate near 1.5%.

SMILES | tuberculosis growth | PhoP GFP inhibition | H1N1 NS1A inhibition | M. tuberculosis HTS | VEEV TC-83 Vero | others
O=C(COc1ccccc1)N1CCN=C1SCc1cccnc1 | 2.6% | -14.7% | -0.2% | -0.1% | 0.1%
O=C(O)COc1ccccc1 | 4.5% | nt | 9.4% | 4.9% | 0.3%
O=C1c2ccsc2SCCN1Cc1ccc(F)cc1 | 3.1% | -11.6% | -18.2% | -5.7% | i
CCn1c(=O)c2cc(C(=O)Nc3cccc(C(C)=O)c3)sc2c2ccccc21 | -4.6% | 6.2% | -3.3% | 15.5% | i
Cc1nc(-c2ccccc2)sc1C(=O)NN | 1.9% | 4.2% | -7.4% | ? | 5.7%
CC1CCN(C(=O)c2cc3c(=O)n4ccccc4nc3s2)CC1 | nt | 8.5% | -6.6% | -6.9% | 1.2%
Cc1cc(OCC(=O)NCCCN2CCCC2=O)c2c(C)cc(=O)oc2c1 | 34.7% | -10.1% | -8.9% | 1.4% | 1.5%
CC(=O)COc1ccc2c(-c3cccc([N+](=O)[O-])c3)cc(=O)oc2c1 | -17.4% | -7.8% | 4.4% | -6.0% | 1.8%
CCCC(=O)NC(C)c1nc2ccccc2[nH]1 (stereo not given) | 15.0% | -2.4% | -15.1% | -11.2% | 0.8%
C=C(C)[C@@H](O)COc1c2ccoc2cc2oc(=O)ccc12 | 7.7% | nt | -7.1% | -12.2% | 6.1%
O=C(c1ccc(Cl)cc1Cl)N1CCC(c2nc3c(nnn3Cc3ccco3)c(=O)[nH]2)CC1 | 34.4% | -0.9% | 4.1% | -0.3% | 5.5%
CC1CCN(C(=O)c2cc(F)c(F)cc2Cl)CC1 | -3.8% | -11.5% | 3.7% | 8.4% | i
CCCc1nc2oc3c(Cl)ncnc3c2c2c1CCCC2 | 7.7% | 3.2% | -4.6% | 3.1% | i
COc1ccc2nc3n(c(=O)c2c1)-c1cc(C)ccc1C(=O)NC3Cc1ccc(O)cc1 (stereo not given) | 4.3% | nt | nt | 3.4% | nt
CC(C)C(O)C1CCN(Cc2nc(-c3cccs3)no2)CC1 (stereo not given) | -10.4% | 10.6% | 2.6% | -4.0% | 1.3%
CCNc1cc(O)ccc1C | -8.7% | nt | 2.4% | -0.1% | 0.5%
Cc1cc2cc(CN(Cc3ccco3)C(=S)NCC3CCCO3)c(=O)[nH]c2cc1C (stereo not given) | 26.6% | -5.0% | 23.5% | 3.8% | 9.0%
CCOC(=O)N1CCN(C(=O)CCCn2c(=O)[nH]c3ccccc3c2=O)CC1 | 2.0% | 2.1% | -1.6% | -5.2% | 0.6%
Cc1ccc(NC(=S)NCCN2CCOCC2)cc1F | -1.3% | 11.4% | -3.8% | 8.2% | 1.3%
O=C(Nc1ccccc1)c1ccc(N2CCN(c3ccccc3)CC2)c(S(=O)(=O)N2CCOCC2)c1 | 2.0% | -0.4% | -4.8% | -15.6% | 0.6%
CCN(C(=S)NCc1ccccc1)c1cccc2ccccc12 | 15.5% | -4.8% | -4.6% | 5.6% | 2.4%
COc1cccc(CC(=O)OCC(=O)NC2(C#N)CCCCC2)c1 | 7.2% | -1.3% | -12.8% | ? | 0.7%
CCn1c(CC(=O)Nc2ccccc2)nnc1SCC(=O)Nc1ccccc1C(=O)OC | 13.7% | 6.7% | -22.4% | 1.9% | 1.1% | VEEV TC-83 Vero 10K pilot screen=1.0
O=C(c1ccc2c(c1)OCCO2)N1CCN(c2ccc([N+](=O)[O-])cc2)CC1 | -1.5% | 4.7% | nt | 2.6% | nt
CCn1c(=O)cc(OCC(=O)Nc2ccc3c(c2)OCCO3)c2ccccc21 | 3.5% | 14.8% | 0.1% | -1.9% | i
C[C@@H]1COC(=O)[C@H](NC(=O)OCC2c3ccccc3-c3ccccc32)C/C=C\C[C@@H](CC(=O)N[C@H](CO)Cc2ccccc2)C(=O)N1 | 69.7% | nt | -5.8% | 7.3% | 1.6%
CCc1ccccc1NC(=O)Nc1cc(F)ccc1F | 42.2% | -9.7% | -10.3% | -1.2% | i
CCCNC(=O)c1ccc(N2CC3CC(C2)c2cccc(=O)n2C3)c(NC(=O)Nc2ccc(CC)cc2)c1 (stereo not given) | 14.3% | 0.5% | -6.0% | 10.7% | 3.7%
Cc1cccc(C(=O)OCC(=O)N2CCCCCC2)c1O | ? | nt | -7.1% | 20.7% | 3.6%
COc1ccc(CCC(=O)Nc2nc(-c3ccncc3)cs2)cc1 | 33.7% | 9.0% | nt | 0.4% | nt
Nc1ccc(C23CC4CC(CC(O)(C4)C2)C3)cc1 | -1.3% | -2.7% | 0.3% | 3.2% | 0.5%
Cc1cc(N(C)C)c(C#N)c(N2CCCCC2)n1 | -6.1% | 5.4% | -1.6% | -2.8% | i
CC(C)CN(C(=O)COC(=O)c1nc(Cl)ccc1Cl)C1CCS(=O)(=O)C1 (stereo not given) | 5.5% | 1.1% | -5.2% | -6.7% | i
CCOc1cc(/C=N/NC(=O)c2ccc3c(c2)OCCO3)cc(Br)c1O | nt | -4.0% | -4.8% | 3.6% | 3.7%
COc1ccc(Cc2nc3ccc(C(=O)N4CCCCC4CCO)cc3o2)cc1 (stereo not given) | 3.7% | -8.6% | -5.3% | 3.9% | 1.8%
Cc1ccccc1C(=O)Nc1ccccc1N1CCN(C(=O)c2ccccc2)CC1 | 25.6% | 7.6% | -1.4% | 4.7% | 8.5%
Brc1ccc(-c2csc(-c3ccncc3)n2)cc1 | 60.6% | -6.8% | -7.9% | 36.4% | 0.9%
CCN(Cc1ccccc1)C(=O)c1ccc2c(=O)n3c(nc2c1)CCC3 | 12.5% | 6.2% | -21.1% | 10.2% | 1.5%
Cc1ccccc1NC(=O)c1onc2c1CCCC2 | 56.5% | -4.7% | 10.7% | 1.4% | 5.0%
CC(=NCCCn1ccnc1)c1c(O)n(C2CCCCC2)c(=O)[nH]c1=O | 4.3% | -1.5% | 7.8% | -11.6% | i
CS(=O)(=O)N1CCCC(C(=O)NCc2ccc(F)cc2)C1 (stereo not given) | -4.2% | -6.2% | -2.5% | 1.0% | 0.4%
Cc1ccc(NC2CCCN(C(=O)c3cn(C)c4ccccc34)C2)cc1C (stereo not given) | 14.1% | -3.3% | 1.8% | 1.6% | 8.0%
O=C(NNS(=O)(=O)c1ccccc1)c1cccc([N+](=O)[O-])c1 | 0.2% | -3.4% | -5.7% | 2.5% | 8.6%
COCCNC(=O)C1CCN(S(=O)(=O)c2ccc3c(c2)OCCO3)CC1 | 0.5% | -6.2% | -2.5% | 2.9% | 0.5%
COc1ccc(NC(=O)CSCC(=O)Nc2ccccc2C(=O)N2CCCCC2)cc1 | -14.7% | nt | -10.2% | -1.9% | 0.4%
CC(C)n1c(/N=C/c2ccccc2O)nc2ccccc21 | -0.9% | -3.6% | 6.3% | 1.6% | 1.5%
CC(C)(C)c1ccc(C(=O)NNc2ccc(F)cc2F)cc1 | ? | -9.2% | -1.4% | ? | 1.5%
CCOC(=O)C(=NC(C)C)NNc1cc(Cl)ccc1Cl | 67.0% | -4.5% | 7.2% | ? | 0.1%
NS(=O)(=O)c1cccc(NC(=O)Nc2ccccc2)c1 | -0.4% | 10.5% | -7.5% | -10.5% | 0.5%
CCOC(=O)/C(=C\c1cccc(O)c1)c1nc2sc(C)c(C)c2c(=O)[nH]1 | 75.1% | 0.6% | 3.5% | 18.0% | 9.9%

Continued.
SMILES | tuberculosis growth | PhoP GFP inhibition | H1N1 NS1A inhibition | M. tuberculosis HTS | VEEV TC-83 Vero | others
COc1cc(C(=O)Nc2ccc3c(c2)OCCO3)c(-n2cnnn2)cc1OC | 4.2% | 3.8% | 3.1% | -8.0% | 1.5%
CC(C)C[C@@H](CN)NC(=O)c1nc[nH]c1C(=O)N[C@@H](Cc1ccccc1)C(=O)CNC[C@H](C)NC(=O)c1nc[nH]c1C(=O)N[C@@H](C)C(=O)O | nt | nt | -17.0% | nt | 0.1%
CN1Cc2sc(NC(=S)NC(=O)c3ccccc3)c(C#N)c2CC1(C)C | 58.5% | -22.0% | nt | 2.4% | 3.4%
O=C(O/N=C1/CCCc2occc21)c1ccccc1 | 41.5% | -3.7% | -5.7% | 6.3% | 1.0%
N#CC1=C(N)C(C#N)(C#N)[C@H](c2ccsc2)[C@H]2COCC=C12 | 1.3% | -5.3% | 3.4% | -4.2% | i
COc1ccc(-c2nc3cccc(C)n3c2NCc2ccco2)cc1OC | 27.1% | 11.5% | 6.4% | 2.8% | 10.9%
COc1cc(/C=N\NC(=O)OC(C)(C)C)ccc1OC(=O)c1ccco1 | 53.7% | 3.3% | nt | 18.6% | 2.4%
CC1(C)C2C(Cl)(Cl)C2(C)c2ccccc2N1C=O (stereo not given) | -18.7% | 3.6% | nt | 14.2% | 0.7%
CCN(CC)S(=O)(=O)c1ccc(N2CCOCC2)c(NC(=O)C(C)(C)C)c1 | -10.7% | 13.1% | 2.2% | -6.9% | 1.9%
c1ccc(C2CCCN(Cc3nc(CC4CC4)no3)CC2)cc1 (stereo not given) | 61.0% | -1.5% | 2.5% | 1.9% | 3.4%

Pulled one by one from the list above (6):
SMILES | tuberculosis growth | PhoP GFP inhibition | H1N1 NS1A inhibition | M. tuberculosis HTS | VEEV TC-83 Vero | others
N#CC1=C(N)C(C#N)(C#N)[C@H](c2ccsc2)[C@H]2COCC=C12 | 1.3% | -5.3% | 3.4% | -4.2% | i
COc1ccc(-c2nc3cccc(C)n3c2NCc2ccco2)cc1OC | 27.1% | 11.5% | 6.4% | 2.8% | 10.9%
CC(C)C[C@@H](CN)NC(=O)c1nc[nH]c1C(=O)N[C@@H](Cc1ccccc1)C(=O)CNC[C@H](C)NC(=O)c1nc[nH]c1C(=O)N[C@@H](C)C(=O)O | nt | nt | -17.0% | nt | 0.1%
c1ccc(C2CCCN(Cc3nc(CC4CC4)no3)CC2)cc1 (stereo not given) | 61.0% | -1.5% | 2.5% | 1.9% | 3.4%
COc1cc(/C=N\NC(=O)OC(C)(C)C)ccc1OC(=O)c1ccco1 | 53.7% | 3.3% | nt | 18.6% | 2.4%
O=C(O/N=C1/CCCc2occc21)c1ccccc1 | 41.5% | -3.7% | -5.7% | 6.3% | 1.0%

The list continues.
SMILES | tuberculosis growth | PhoP GFP inhibition | H1N1 NS1A inhibition | M. tuberculosis HTS | VEEV TC-83 Vero | others
Cc1nn(Cc2ccccc2)c2c1C(c1cccnc1)C(C#N)=C(N)O2 (stereo not given) | 6.2% | -9.5% | 10.9% | -1.1% | 2.6%
Cc1ccc(-c2csc(NC(=O)C3=NN(C4CCS(=O)(=O)C4)C(=O)CC3)n2)cc1 (stereo not given) | 0.0% | 4.5% | 9.6% | 9.7% | 1.1%
O=C(CCCn1c(SCc2cccc(F)c2)nc2ccccc2c1=O)NCC1CCCO1 (stereo not given) | -1.4% | -3.0% | -2.5% | 2.3% | 3.5%
NC(=O)c1ccc(N2CCNC(=O)C2)c([N+](=O)[O-])c1 | -6.2% | -0.3% | 4.8% | -1.5% | 1.0%
COc1oc(C(=O)NC2CCCCC2)c(-c2ccc(Cl)cc2)c1S(=O)(=O)c1ccccc1 | nt | nt | -15.1% | nt | 9.2%
Cc1noc(C)c1COC(=O)c1ccc(S(=O)(=O)N2CCCCC2)cc1 | 15.4% | 10.4% | -14.1% | -2.8% | 5.0%
Cn1c(CCNC(=O)c2cccs2)nnc1SCC(=O)Nc1nc(-c2ccccc2)cs1 | -2.8% | -2.5% | 3.2% | -0.8% | 2.5%
C[C@@]12CCC[C@@](C)(C(=O)O)C1CC[C@@]13C[C@@H](NCc4ccccc4)[C@@](C)(CCC12)C3 (stereo not given in full) | -21.2% | nt | -3.8% | 3.8% | 1.1%
Cc1ccc(CNC(=O)Cn2cnc3cc([N+](=O)[O-])ccc3c2=O)cc1 | -9.3% | -9.2% | 0.9% | -5.4% | i
Cc1ccc(OCCOc2cccc(C=C3C(=O)NC(=O)NC3=O)c2)cc1 | 77.3% | 4.7% | -6.4% | 33.3% | 0.1%
COc1ccc(CCN(C)C2CCCN(C(=O)CCC(F)(F)F)C2)cc1OC (stereo not given) | -9.2% | -0.9% | -23.3% | 1.3% | 11.0%
O=S(=O)(N1CCCCC1)N1CCN(c2cc(Cl)ccc2Cl)CC1 | 15.7% | 5.9% | -1.1% | -2.4% | 2.9%
CC(=O)c1cccc(NC(=O)Cn2nc(-c3ccc(Cl)cc3)ccc2=O)c1 | 14.3% | -0.6% | 3.7% | 4.1% | 0.2%
CN(CC(=O)Nc1ccccc1Br)C(=O)C(Cc1ccccc1)NC(=O)c1ccccc1 (stereo not given) | -1.7% | 2.8% | -8.8% | -5.4% | 9.5%
COc1ccccc1CNC(=O)c1cc(S(=O)(=O)N2CCN(c3ccccc3)CC2)ccc1Cl | nt | nt | -1.8% | nt | 1.2%
